# PKA-R1A activ – activators of PKA-R1A complex | P00514+P68181 | PKA-R1A dissociation, Cy5-IP20 fluorescence polarization; scaled: DMSO 0%, 113 µM cGMP 100% | activation, % at 11.4 µM | 340,000 tested, 0.083% active;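 active means percent activation above the mean of all tested compounds plus 3 SD, cut at about 19% in these data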;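 further: higher means more PKAc released from R1A so a rise in polarization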
# Mot1-301 SUMO – inhibitors of SUMOylation pathway: yeast Mot1-301 growth rescue; S. cerevisiae Mot1-301 growth rescue, ATP luminescence, 38.5C; percent above DMSO median, 100 means doubled; growth rescue, % at 18.8 µM; 320,000 tested, 1% active; AID 2716;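 active means every valid replicate shows activation above 250% relative to neutral control wells; inactive means the rest, any valid replicate at or below 250%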;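 further: OY570 slx delta 5 strain wells were the positive control but not used for scaling; some compounds called inactive have numbers as strong as hits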
# E coli growth – bacterial growth inhibition, counter-screen for AddAB inhibitors. E. coli V3065 growth, OD600 absorbance, 18 h. inhibition, % at 11.9 µM. 330,000 tested, 0.27% active. AID 449728;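 active means inhibition above the campaign's mean inhibition across all tested compounds plus 3 SD, cut at about 9.9% in these data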;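 further: uninfected addAB+ strain grown without phage in ampicillin broth; 0% = DMSO wells and 100% = ciprofloxacin 0.95 µg/ml wells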
# PfHsp90 yeast 2 – inhibits growth of yeast expressing Plasmodium falciparum Hsp90 | S. cerevisiae expressing PfHsp90, BacTiter-Glo ATP, 48 h; yeast lacking PDR1 and PDR3 efflux regulators | inhibition, % at 9.4 µM | 310,000 tested, 0.32% active | AID 504621;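 active means every replicate shows inhibition above about 80%, whatever the replicate mean, limit read from the data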;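 further: 0% = DMSO neutral controls and 100% = 20 µM radicicol positive controls; yeast relying on Plasmodium falciparum Hsp90 in place of its own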
# DSG3 Ab inh – inhibitors of pemphigus antibody binding to human desmoglein-3. binding (percent of control), % at 10 µM. 310,000 tested, 0.48% active. AID 588358. DSG3-coupled beads, scFv-anti-DSG3-GFP binding, flow cytometry; active compounds read low;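 active means binding more than 3 SD below its plate's average and above zero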;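 further: hits lower antibody fragment binding to DSG3; some compounds called inactive have numbers as strong as hits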
# MOR-DOR inv ag – inverse agonists of human mu-delta opioid receptor heterodimerization. cell-based MOR-DOR heterodimer luminescence, inverse agonism. inhibition, % at 9.3 µM. 340,000 tested, 0.21% active; in the data active means inhibition above about 22%, passing the limit was not always enough;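 further: 0% = cells with DMSO and 100% = wells without cells with DMSO; values of inactives mirror those of a sister screen read the other way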
# Target sequence (P35372 whole entry, looked up): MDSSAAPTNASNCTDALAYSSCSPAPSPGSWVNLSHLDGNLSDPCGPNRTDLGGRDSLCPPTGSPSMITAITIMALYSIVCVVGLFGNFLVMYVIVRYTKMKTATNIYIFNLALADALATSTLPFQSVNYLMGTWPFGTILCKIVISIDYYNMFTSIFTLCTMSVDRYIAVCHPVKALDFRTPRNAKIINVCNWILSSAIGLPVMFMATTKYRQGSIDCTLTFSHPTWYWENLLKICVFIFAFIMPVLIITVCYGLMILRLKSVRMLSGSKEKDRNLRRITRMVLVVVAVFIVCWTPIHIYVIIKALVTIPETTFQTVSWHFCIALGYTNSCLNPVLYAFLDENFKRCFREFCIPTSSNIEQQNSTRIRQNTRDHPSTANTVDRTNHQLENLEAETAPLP
# Target sequence (P41143 whole entry, looked up): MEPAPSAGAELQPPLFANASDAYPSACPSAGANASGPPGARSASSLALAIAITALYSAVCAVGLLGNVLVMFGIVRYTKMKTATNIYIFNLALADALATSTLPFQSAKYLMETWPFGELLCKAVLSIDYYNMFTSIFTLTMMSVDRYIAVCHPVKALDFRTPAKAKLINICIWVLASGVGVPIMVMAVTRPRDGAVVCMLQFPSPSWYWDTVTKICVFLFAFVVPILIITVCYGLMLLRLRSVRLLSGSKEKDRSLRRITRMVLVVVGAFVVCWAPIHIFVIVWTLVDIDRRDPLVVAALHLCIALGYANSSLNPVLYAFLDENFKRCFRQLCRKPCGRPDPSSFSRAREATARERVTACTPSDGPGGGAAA
# phage Ecoli inh – E. coli growth loss with phage present | inhibition, % at 11.9 µM | AID 651602 | growth absorbance | 360,000 tested, 0.26% active; in the data active means inhibition above about 11%
# OPRM1-OPRD1 ag – agonists of human mu-delta opioid receptor heterodimerization. cells, OPRM1-OPRD1 heterodimerization, luminescence. activation, % at 9.3 µM. 340,000 tested, 0.3% active; in the data active means activation above about 18%;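 further: 0% = vehicle-treated cells and 100% = reference agonist; values of inactives mirror those of a sister screen read the other way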
# AddAB inh – less growth of phage-infected E. coli with AddAB. E. coli expressing H. pylori AddAB, absorbance growth. inhibition, % at 11.9 µM. 330,000 tested, 0.29% active. AID 435030; in the data active means inhibition above about 12%;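 further: 0% = vehicle wells of infected cells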
# HTR5A inv ctr – counter-screen for OPRM1-OPRD1 inverse agonists: human HTR5A inverse agonism; inhibition, % at 9.3 µM; HTR5A cell line, luminescence; 340,000 tested, 0.083% active; in the data active means inhibition mostly above about 23%, no sharp cut-off; inactive means mostly below about 18%;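 further: 0% = cells with DMSO and 100% = no-cell wells with DMSO; some compounds called inactive have numbers as strong as hits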
# HTR5A ag – counter-screen for OPRM1-OPRD1 agonists: human HTR5A agonism; P47898; HTR5A agonist assay, luminescence, cell-based; AID 504692; 340,000 tested, 0.61% active; activation, % at 9.3 µM; in the data active means activation mostly above about 9.5%, no sharp cut-off; inactive means mostly below about 7.6%;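 further: 0% = cells with vehicle only and 100% = reference agonist; strong numbers were not always called active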
# * = called active by the depositor; i = inactive; . = no result given; & = joins results of further samples.
SMILES,PKA-R1A activ,Mot1-301 SUMO,E coli growth,PfHsp90 yeast 2,DSG3 Ab inh,MOR-DOR inv ag,phage Ecoli inh,OPRM1-OPRD1 ag,AddAB inh,HTR5A inv ctr,HTR5A ag
CN(C)c1ccnc(-n2cccc2/C=N/O)c1C#N,.,-11,1.0,29,105,.,3.9,.,2.7,.,.
CC(=O)c1ccc(Oc2cc(C)nc(NCc3ccccc3)n2)cc1,-6,-4,-1.5,.,105,2,2.6,-0.3,1.4,-5,2
COc1cc(NC(=O)C2CCCN(S(=O)(=O)c3ccc4[nH]c(=O)ccc4c3)C2)cc(OC)c1 (stereo unspecified),-18,-3,-0.8,2,.,-13,1.1,2.4,2.4,3,-1
CC(C)(C)OC(=O)CNC(=O)c1[nH]cnc1C(=O)N[C@@H](CCCCNC(=O)OC(C)(C)C)C(=O)OC(C)(C)C,-6,16,0.5,9,95,-20,1.0,3.5,-1.6,-18,1
Cc1oc2c(c1C(=O)NC(Cc1c[nH]c3ccccc13)C(=O)O)CCCC2 (stereo unspecified),-4,0,-1.4,.,104,4,2.4,-0.7,0.3,-7,3
COc1cc(NC(=O)CCS(=O)(=O)c2ccc3c(c2)oc(=O)n3C)cc(OC)c1OC,-3,66,-0.8,-23,.,14,1.8,-2.7,2.2,-12,5
CCOc1ccc(NC(=O)Cn2cc(C(=O)C3CC3)c3ccccc32)cc1,-8,2,-0.6,12,87,-6,0.8,0.9,4.3,2,3
CCN(CC)c1ccc(C(=S)NC2CCCCC2)cc1,-10,29,0.8,-1,99,3,1.4,-0.5,1.7,-3,1
c1ccc(COc2ccccc2CNCc2cccnc2)cc1,3,-1,0.7,-1,123,14,-0.2,-3.1,0.9,-3,0
COc1ccc(NC(C)=O)cc1NC(C)C(=O)Nc1cccc(S(=O)(=O)N2CCOCC2)c1 (stereo unspecified),3,4,-0.3,.,101,1,-0.6,-0.2,1.3,9,8
CC(=O)Nc1ccc(C(=O)Nc2ccc3c(c2)OCO3)cc1,5,-4,-0.7,0,98,11,1.2,-2.5,1.8,4,-1
N=c1c2ccccc2nnn1-c1ccc(C(F)(F)F)cc1,10,7,-0.6,-5,99,1,4.3,-0.2,1.7,-9,3
Nc1cc([N+](=O)[O-])cc2oc(-c3ccccc3)cc12,-9,37,0.7,-10,137,-5,-3.5,0.9,2.8,9,-2
CCc1cc(=O)[nH]c(SCc2cccc3ccccc23)n1,-3,-17,1.2,19,97,10,.,-1.9,4.8,-20,3
O=c1oc2ccccc2c(NCc2ccc(Cl)cc2)c1[N+](=O)[O-],-4,200,5.4,8,98,-5,3.7,0.9,11,5,3
COc1cc2oc(=O)cc(-c3ccc(-c4ccc(N(C)C)cc4)cc3)c2c(OC)c1OC,4,.,0.2,3,103,13,-1.3,-2.7,-1.9,-13,4
O=c1c2cc(Cl)ccc2nc(-c2ccccc2Cl)n1O,-4,-13,-0.7,0,101,9,3.5,-1.5,-0.1,-3,1
CC1(C(=O)N2CC3(CC(c4cccc(NC(=O)COc5ccc(Cl)cc5)c4)=NO3)C[C@@H]2C(N)=O)CC1 (stereo partly specified),-13,3,-1.5,3,103,15,2.7,-2.7,3.6,10,-4
CN(Cc1ncc[nH]1)C(=O)c1cc(COc2c(F)cccc2F)on1,-5,-1,-0.6,4,105,1,2.1,-0.2,1.1,0,0
CC(=O)Nc1nc(C)c(-c2csc(Nc3ccccn3)n2)s1,-17&-2,-30&22,-3.1&-0.7,-19&17,106&94,9&3,0.5&5.3,-1.7&-0.5,-0.4&2.6,-5&3,2&-1
CC(C(=O)NC(C)(C)C)N(C(=O)CS(=O)CC(=O)Nc1ccc(F)cc1)c1ccccc1F (stereo unspecified),-6,-5,0.7,-9,95,12,3.6,-2.3,-2.0,3,-1
CC(C)OC(=O)C[N+](C)(C)CCN1C(=O)C2C(c3ccccc3)C=CC(c3ccccc3)C2C1=O (stereo unspecified),10,-8,-0.6,-16,106,10,3.5,-1.9,0.8,-2,1
Clc1ccc(/C=N/N2CCCCC2)cc1,-2,-11,2.4,16,109,9,-0.4,-1.7,2.9,-2,6
COc1cc2sc(NC(=O)c3ccco3)nc2cc1Cl,-1,39,0.7,0,97,-13,-0.2,2.8,-1.1,-39,9.9*
OCc1ccccc1CN1CCCCCC1,-6,-17,1.6,2,.,-6,3.1,1.1,4.6,22,4
# (next part)
SMILES,PKA-R1A activ,Mot1-301 SUMO,E coli growth,PfHsp90 yeast 2,DSG3 Ab inh,MOR-DOR inv ag,phage Ecoli inh,OPRM1-OPRD1 ag,AddAB inh,HTR5A inv ctr,HTR5A ag
N/C(Cc1cccs1)=N\OC(=O)COc1ccc(Cl)cc1Cl,-2,-5,-3.3,9,106,-17,0.7,3.9,1.9,-5,4
COc1ccc2cc(C3=CCCCC3)ncc2c1,2,47,1.1,-8,106,-27,1.5,5.0,3.7,-14,6
COc1ccc2nc(N3CCC(C)CC3)c(C#N)cc2c1,-1,-17,-2.4,2,93,-14,2.2,2.3,1.1,1,-2
O=c1oc2ccc(C#CC3(O)CCCCC3)cc2cc1-n1cc(-c2ccsc2)nn1,5,-23,-1.5,.,104,-8,3.1,1.4,0.8,8,4
CCOc1ccc(N(CC(=O)NCCOc2ccccc2OC)S(=O)(=O)c2ccccc2)cc1,-2,0,-2.1,-11,103,-4,-3.4,0.8,-2.8,-1,1
COC(=O)c1ccc(/C=N/OCC(=O)Nc2cc(F)ccc2F)cc1,6,-11,-0.1,3,98,-8,3.0,1.6,0.8,0,6
CCOCCCNC(=O)CNC(=S)N(Cc1ccccc1F)C1CCCCC1,-4,5,-0.5,4,97,2,2.5,-0.5,-3.3,1,0
CCC(Cc1ccccc1)NC(=O)/C=C/c1ccco1 (stereo unspecified),-6,8,0.0,-3,112,12,2.2,-2.1,0.3,10,4
COC(=O)c1ccc(NC(=O)c2ccc[n+]([O-])c2)cc1,-8,-4,1.4,22,116,-7,0.8,0.9,-0.7,-3,1
COc1cccc(CN(C)C(=O)c2ccc(COc3ccc(Cl)cc3)cc2)c1OC,7,-25,0.9,23,109,-21,-2.6,3.0,2.5,-24,1
O=C(Nc1ccc2ccccc2n1)c1ccccc1Br,-2,-2,-1.5,11,104,4,0.9,-0.7,2.5,-9,3
CC(C)(Oc1ccc(Cl)cc1)C(=O)NNC(=O)c1ccc(Br)o1,2,-14,.,-3,118,-2,0.1,0.3,.,1,0
CC(Sc1nncs1)C(=O)Nc1ccc(S(=O)(=O)Nc2ncccn2)cc1 (stereo unspecified),-2,5,0.3,.,103,6,1.4,-1.4,-0.2,-25,10
O=C(Nc1ccccc1)C1C(c2ccccc2)C1(Cl)Cl (stereo unspecified),-4,6,-2.1,-2,108,-13,1.9,2.8,3.7,-7,2
Oc1ccc(-c2[nH]ncc2-c2cccc3cccnc23)c(O)c1,-2,11,-0.9,18,102,3,0.6,-0.5,0.7,-5,2
CCCCCCCC(=O)NNC(=O)CC(=O)Nc1ccccc1C(=O)O,2,-16,-1.4,23,89,7,1.9,-1.4,-0.2,4,2
COc1cccc(CSc2nnc(-c3ccncc3)n2N)c1,3,2,-0.1,0,105,11,1.0,-2.4,-0.2,3,-1
CCCCNC(=O)NC(C(=O)OC)C12CC3CC(CC(C3)C1)C2 (stereo unspecified),-7,-27,-0.2,-33,99,-3,0.6,0.4,3.3,4,-1
O=C(c1cc(-c2ccco2)on1)N1CCOCC1,-3,9,1.2,.,104,7,3.7,-1.4,1.1,-24,-2
O=S(=O)(O)c1cc2onnc2c2ccccc12,-4,.,.,.,89,-7,2.1,1.4,.,18,-5
Cc1[nH]c(C)c(S(=O)(=O)N2CCN(c3ccc(Cl)cc3)CC2)c1C(=O)N1CCCC1,-1,14,-0.8,19,101,11,2.2,-2.1,-0.1,4,-5
O=C(OCc1cccc(C(F)(F)F)c1)c1cc([N+](=O)[O-])ccc1N1CCOCC1,-6,i,2.1,.,101,5,0.5,-1.0,0.2,-5,2
COc1cc(/C=C2\SC(=S)N(NC(C)=O)C2=O)ccc1OC(=O)c1ccco1,1,-6,0.2,-65,91,20,-0.2,-4.5,-0.2,21,-5
C=CCNc1nc(-c2ccc([N+](=O)[O-])cc2)cs1,-5,2,0.1,22,98,-36,2.0,6.5,0.5,-9,0
N#Cc1ccc(OCc2nnc(SCC(=O)c3ccccc3)n2-c2ccccc2)cc1,-18,9,1.0,1,103,1,0.8,-0.2,0.5,7,-4
# Carrying on.
SMILES,PKA-R1A activ,Mot1-301 SUMO,E coli growth,PfHsp90 yeast 2,DSG3 Ab inh,MOR-DOR inv ag,phage Ecoli inh,OPRM1-OPRD1 ag,AddAB inh,HTR5A inv ctr,HTR5A ag
Cc1ccc(NC(=O)Nc2ccccc2C#N)c(Cl)c1,-1,56,1.1,-16,94,9,2.7,-1.6,4.8,-14,-4
C=CCNC(=S)NNC(=O)c1ccc(=O)n(Cc2ccccc2)c1,.,268,2.7,23,.,.,5.4,.,5.0,.,.
COc1ccc(-c2cn[nH]c2N)cc1,6,3,1.2,17,113,9,1.4,-1.6,-1.6,-31,11
C=CCSc1ncnc2c1oc1nc3c(cc12)COC(C)(C)C3,-6,-13,0.0,0,107,17,-1.5,-3.4,-0.3,-6,2
O=C(NCc1ccccc1)C1=C[C@@H](c2ccccc2)C[C@@H](OCc2ccc(CO)cc2)O1,-15,-29,0.4,-11,103,9,-0.3,-1.6,0.3,15,-6
O=c1[nH]c(Nc2ccc(F)cc2)cc2ccccc12,-2,19,-0.3,.,132,-3,1.9,0.5,-0.4,14,1
CCOc1ccc(N2CC(=O)N/C2=N\c2nc(C)cc(C)n2)cc1,-5,-9,1.3,-53,85,9,1.4,-2.0,1.7,18,2
Cc1onc(-c2c(F)cccc2Cl)c1C(=O)OCc1cnc(Cl)s1,-1,-6,-1.2,-37,105,-14,4.1,2.7,2.1,9,2
Cc1ccc(-c2csc3ncnc(Oc4cccc5ccc(C)nc45)c23)cc1,-6,48,-1.3,18,85,13,2.8,-2.0,0.0,3,-1
COc1ccc(-c2csc(NC(=O)c3cccc(S(=O)(=O)N4CCN(C)CC4)c3)n2)cc1,-10,-12,0.7,21,100,3,-0.2,-0.6,3.7,4,-1
CC(C)Cn1c2c(c(O)c(C(=O)Nc3ncccc3O)c1=O)CCCC2,-1,-13,2.1,-14,110,7,3.9,-1.1,2.3,-73,5
CCCc1nnc(SCC(=O)Nc2ccccc2Cl)n1CC1CCCO1 (stereo unspecified),8,-8,2.7,-11,107,-37,-0.2,4.6,0.8,-39,13
COC(=O)c1cn(CC(=O)N2C(C)CCCC2C)c2ccccc12 (stereo unspecified),1,9,-2.0,13,100,4,4.0,-0.8,2.2,3,-4
O=C(Nc1ccc2c(c1)OCO2)c1ccc(COc2ccc3c(c2)CCC3)o1,-4,0,2.6,25,119,-16,2.9,2.8,1.8,16,6
CCCOc1ccc(N2C(=O)CC(NCCNc3ccc([N+](=O)[O-])cn3)C2=O)cc1 (stereo unspecified),-1,46,-1.3,28,108,19,4.8,-3.7,3.9,7,-8

# Source: PubChem BioAssay
